Bioassay records as filed in PubChem.
PfHsp40 yeast = restores yeast growth despite PfHsp40 toxicity. S. cerevisiae expressing PfHsp40, growth rescue, ATP luminescence. 340,000 compounds, 0.68% hits. growth rescue, % at 12.5 µM. AID 504582; in the data active = growth rescue above about 28%, passing the limit was not always enough; inconclusive = no clear call, values can overlap the other calls;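 note: yeast W303a lacking pdr1 and pdr3 grown in galactose medium; growth measured after three days at 30 °C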
PrPC surface inh = inhibitors of human cell surface prion protein PrPC; P04156; TR-FRET read-out; inhibition, % at 13.8 µM; 370,000 compounds, 0.43% hits; AID 720596; in the data active = inhibition above about 24%; note: 0% = median of the test wells and 100% = reference compound wells
Anthrax LF inh2 = inhibitors of Bacillus anthracis lethal factor protease | AID 588501 | inhibition, % at 10 µM | multiplex microsphere protease cleavage assay, LF | 360,000 compounds, 0.12% hits | P15917; note: plate controls were buffer without enzyme for full effect and enzyme alone for no effect
Target sequence (P15917 whole entry, looked up): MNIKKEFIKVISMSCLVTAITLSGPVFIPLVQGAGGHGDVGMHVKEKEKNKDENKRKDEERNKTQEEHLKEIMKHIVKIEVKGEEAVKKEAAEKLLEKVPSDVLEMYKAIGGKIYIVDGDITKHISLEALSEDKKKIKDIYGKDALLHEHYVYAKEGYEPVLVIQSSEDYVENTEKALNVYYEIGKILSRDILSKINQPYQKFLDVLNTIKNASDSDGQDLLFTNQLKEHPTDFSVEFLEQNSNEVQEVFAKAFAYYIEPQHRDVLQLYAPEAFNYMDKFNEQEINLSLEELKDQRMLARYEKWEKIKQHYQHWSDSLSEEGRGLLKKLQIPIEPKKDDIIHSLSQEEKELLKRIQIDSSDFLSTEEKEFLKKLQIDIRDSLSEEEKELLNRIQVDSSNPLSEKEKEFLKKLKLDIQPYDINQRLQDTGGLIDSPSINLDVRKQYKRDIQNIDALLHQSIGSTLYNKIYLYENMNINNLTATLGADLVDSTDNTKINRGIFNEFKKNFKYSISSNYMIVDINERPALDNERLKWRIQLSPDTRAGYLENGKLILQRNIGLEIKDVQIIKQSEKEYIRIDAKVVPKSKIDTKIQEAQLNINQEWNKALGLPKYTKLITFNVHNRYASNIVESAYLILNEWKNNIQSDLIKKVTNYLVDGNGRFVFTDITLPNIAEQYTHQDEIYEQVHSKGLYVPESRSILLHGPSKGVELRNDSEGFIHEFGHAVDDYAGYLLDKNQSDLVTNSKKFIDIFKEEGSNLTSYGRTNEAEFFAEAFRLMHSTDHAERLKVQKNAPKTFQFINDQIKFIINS
FadD28 binding = M. tuberculosis FadD28 bisubstrate binding inhibition. inhibition, % at 12.5 µM. FadD28 bisubstrate probe binding, fluorescence polarization. 360,000 compounds, 0.22% hits; in the data active = inhibition above about 8.5%, passing the limit was not always enough; inconclusive = no clear call, values can overlap the other calls
CCHFV vOTU inh = blocks the CCHF virus ovarian tumor domain protease; CCHFV vOTU protease, Pep-AMC fluorescence; inhibition, % at 11.5 µM; 370,000 compounds, 0.55% hits; AID 651958; in the data active = inhibition above about 30%; note: 0% = vehicle wells with enzyme and 100% = no enzyme wells
Y pestis TopoI = blocks Yersinia pestis topoisomerase I activity | Y. pestis Topo-I cleavage product accumulation, plate reader | activity, % at 10 µM | 360,000 compounds, 0.064% hits; in the data active = activity above about 50%, passing the limit was not always enough; inconclusive = no clear call, values can overlap the other calls; note: inactives centre near 2
TcdB GH inh = inhibitors of Clostridioides difficile toxin B glycohydrolase. TcdB glycohydrolase enzymatic assay, plate reader. AID 652162. P18177. 350,000 compounds, 0.24% hits. inhibition, % at 9.99 µM; in the data active = inhibition above about 10%
BoNT A protease = BoNT A light chain protease inhibition; multiplex microsphere protease substrate cleavage, flow cytometry; inhibition, % at 10 µM; 360,000 compounds, 0.17% hits; note: plate controls were buffer without enzyme for full effect and enzyme alone for no effect
BoNT F protease = inhibitors of Botulinum neurotoxin F light chain protease; Multiplex microsphere protease cleavage assay, flow cytometry; 360,000 compounds, 0.22% hits; inhibition, % at 10 µM; AID 588497; in the data active = inhibition above about 35%, passing the limit was not always enough; inconclusive = no clear call, values can overlap the other calls; note: plate controls were buffer without enzyme for full effect and enzyme alone for no effect
Starred values were filed as active, the others as inactive; ? = inconclusive; nt = no result given; & = joins results of further samples. Cut-off read from the data, not from the text of the source, unless noted: active = inhibition above about 30%; inconclusive = no clear call, values can overlap the other calls; inactive = below that.

item	mol	FadD28 binding	Y pestis TopoI	TcdB GH inh	PfHsp40 yeast	PrPC surface inh	CCHFV vOTU inh	BoNT F protease	Anthrax LF inh2	BoNT A protease
1	CC(=O)Nc1nc(C)c(Oc2ccc(Cl)cc2Cl)c(=O)[nH]1	-2.2	1	nt	-1.4	-1	12	0	-3	0.1
2	Cc1ccc(S(=O)(=O)Nc2csc(C)c2C(=O)O)cc1	nt	nt	5.2	0.0	0	4	nt	nt	nt
3	COC(=O)[C@H]1C[C@@H](c2ccccc2)[C@H](C)C1(C)C	-3.4	-2	0.3	-0.4	5	-8	-5	1	0.0
4	CCc1ccc(NC(=O)CNC(=O)c2cn(-c3ccccc3OC)c(=O)c3ccccc23)cc1	-0.5	20	nt	0.3	0	-5	7	1	-0.7
5	O=S(=O)(Cc1ccccc1)NCC1CCCO1 (stereo not given)	-1.7	0	nt	-0.2	1	7	-2	2	1.8
6	COc1ccc(CC(=O)Nc2ccc(N3CCCCC3)cc2)cc1	-1.6	-2	-2.0	-0.2	6	12	2	-7	-0.6
7	CCc1c(O)cc(=O)n(-c2ccccc2)c1-c1ccccc1	-0.3	-4	3.5	-1.0	-2	3	-14	2	-1.6
8	N#Cc1c(SCC(=O)Nc2nccs2)nc2c(c1-c1ccco1)CCCC2	-4.7	2	nt	3.1	0	11	2	0	0.4
9	CC(=O)c1cccc(N(CC(=O)NC2CCCC2)C(=O)CNC(=O)c2cccs2)c1	-0.5	5	2.4	3.3	5	36*	-2	6	-3.5
10	CCCNc1nc(OC)nc(N2CC3CC(C2)c2cccc(=O)n2C3)n1 (stereo not given)	-3.0	-5	1.9	-1.4	4	-11	-14	-8	-0.4
11	CCN1CCN(Cc2cccc(Oc3ccc(Cl)cc3)c2)CC1	-3.3	5	1.7	-1.2	-8	-2	1	-3	0.0
12	CCCC(C)C(=O)Nc1cc(S(=O)(=O)N2CCCCC2)ccc1N1CCOCC1 (stereo not given)	-0.5	14	0.5	-0.2	0	14	0	0	0.9
13	Cc1cccc(NC(=O)c2ccc(S(=O)(=O)N3CCOCC3)cc2)n1	0.5	5	2.4	-2.1	-2	6	2	-2	-0.1
14	O=C(c1ccccc1)C1NC1c1ccccc1 (stereo not given)	-3.5	11	0.8	-0.8	-4	0	1	3	0.5
15	O=C(Nc1ccncc1)c1cc(-c2ccccn2)nc2ccccc12	-0.1	-2	1.8	-0.8	-2	9	-10	1	0.3
16	COc1ccc(N(CC(=O)NCC2CCCO2)C(=O)CCC(=O)Nc2nccs2)cc1 (stereo not given)	-1.0	8	nt	-1.5	-4	5	8	0	0.4
17	O=c1cc(CSc2nnnn2-c2ccccc2)[nH]c2[nH]n(-c3ccccc3)c(=O)c12	8.9*	-6	nt	1.1	-3	7	-3	-10	-0.4
18	COc1ccc(-c2c(C(=O)c3ccccc3)[nH]c(N)c2C(=O)NC2CC2)cc1OC	nt	nt	1.1	nt	-3	-1	5	-6	-0.4
19	[O-]/[N+](=C\c1ccccc1)c1ccccc1	-1.2	1	1.0	0.4	5	-3	3	1	1.0
20	CCC(=O)Nc1ccc(-c2csc(C)n2)cc1	-1.2	5	-1.2	-0.7	4	6	-6	-3	-0.3
21	CCOC(=O)C[N+](CC)(CC)CC#Cc1ccccc1	-0.9	-10	nt	-2.2	7	4	-2	-1	0.0
22	CCOc1ccc(OCC(=O)Nc2ccc(OC)cc2)cc1	0.0	1	nt	0.0	12	7	-16	-2	0.1
23	CC(=O)Nc1ccc(NC(=O)C2CC(=O)N(Cc3ccccc3)C2)cc1 (stereo not given)	0.2	8	-0.2	-0.1	-5	2	1	-4	0.6
24	CCN(CC)S(=O)(=O)c1ccc2c(c1)nc(CCC(=O)Nc1ccc3c(c1)OCO3)n2C	-1.9	-5	nt	-1.2	4	15	-9	1	0.4
25	O=C(c1ccco1)N1CCN(C(c2ccccc2Cl)c2nnnn2CC2CCCO2)CC1 (stereo not given)	-0.5	1	nt	-0.8	4	6	5	-1	0.2
26	CCCC[C@@H]1Cc2[nH][nH]c(=O)c2[C@H](c2cccc3ccccc23)O1	nt	nt	1.6	nt	6	22	-5	7	0.2
27	CCN(CCn1cccn1)C(=O)CC1C(=O)NCCN1CC1CCCCC1 (stereo not given)	0.1	-7	-0.2	-2.4	-5	-18	-5	-4	0.2
28	CC(=O)c1c(C)[nH]c(C(=O)OCC(=O)NCc2cccs2)c1C	-2.9	-10	-0.2	0.5	11	-3	nt	nt	nt
29	COC(=O)CCN(C(=O)c1ccc(Cl)c([N+](=O)[O-])c1)c1ccccn1	0.8	-12	1.6	-0.4	-15	6	4	-6	0.1
30	C[C@H](CO)N1C[C@H](C)[C@H](CN(C)Cc2cccc(C(F)(F)F)c2)OCc2ccccc2-c2c(n(C)c3ccccc23)C1=O	-0.8	5	1.0&0.5	nt	-6	1	0	-1	0.2
31	O=C(c1ccco1)N1CCN(C(=O)c2cc(-c3ccccc3F)no2)CC1	-3.6	2	-0.1	-0.4	17	-7	2	2	-1.1
32	CCC1CCCCN1C(=O)CSc1nc(N)cc(N)n1 (stereo not given)	-2.4	2	1.3	-0.2	-2	-11	5	-8	0.7
33	CCn1c(=S)sc2c(=O)n(-c3ccccc3)c(SCC(=O)NCc3ccco3)nc21	-0.9	19	nt	1.1	-2	0	7	-2	0.3
34	Oc1ccccc1N1CCN(CC(O)COCc2ccccc2Cl)CC1 (stereo not given)	0.3	10	-4.5	0.1	-5	-9	-5	-2	0.6
35	CCN(CC)S(=O)(=O)c1cc(NC(=O)c2ccc3c(c2)NC(=O)C(C)S3)ccc1C (stereo not given)	-7.2	14	0.1	0.4	17	-5	0	7	0.1
36	O=C(CCc1nc2ccccc2s1)OCc1ccccc1	-0.6	28	nt	1.9	3	-2	-7	-1	-0.7
37	O=C(NCc1ccccc1)c1ncn(Cc2ccccc2)c1C(=O)NCc1ccccc1	-3.6	45	0.4	1.1	-4	-7	-4	-5	-0.1
38	COc1ccc(N2CCN(c3nc4ccccc4nc3NS(=O)(=O)c3ccccc3)CC2)cc1	-0.9	6	nt	3.7	-8	14	-2	-9	0.3
39	CC1(C(=O)NS(=O)(=O)c2cccc(F)c2)CCN1C(=O)c1ccccc1CCc1ccccc1 (stereo not given)	0.1	-4	-14	nt	9	23	-3	8	0.2
40	CCN(CC)C(=O)C1=C(C)N(Cc2ccc(F)cc2)C(=O)C(CC(=O)NCC2CCCCC2)C1 (stereo not given)	-5.4	19	0.7	nt	2	12	-4	-5	-0.2
41	CCCCCCC(=O)Nc1ccc(C(=O)N/N=C/c2cccnc2)cc1	-1.2	0	nt	0.4	0	5	-1	-7	-0.5
42	Cn1c(/C=C/c2cccc([N+](=O)[O-])c2)nc2ccccc2c1=O	-4.1	-11	0.1	0.3	-2	5	2	-1	-0.5
43	Cc1ccc(NC(=O)CCOc2ccccc2C)cc1F	-1.3	2	-0.4	1.9	18	14	2	-1	-0.2
44	O=C(COC(=O)c1ccccc1O)NCc1ccccc1Cl	-0.3	10	2.4	0.3	1	-3	3	-7	-0.4
45	CCCOC(=O)C1C2C=CC(C2)C1C(=O)OCC(=O)c1ccccc1 (stereo not given)	-2.2	5	nt	-0.3	4	2	?	-4	?

Some of the entries so far, field by field:
(32) CCC1CCCCN1C(=O)CSc1nc(N)cc(N)n1 (stereo not given)
- FadD28 binding: -2.4
- Y pestis TopoI: 2
- TcdB GH inh: 1.3
- PfHsp40 yeast: -0.2
- PrPC surface inh: -2
- CCHFV vOTU inh: -11
- BoNT F protease: 5
- Anthrax LF inh2: -8
- BoNT A protease: 0.7

(35) CCN(CC)S(=O)(=O)c1cc(NC(=O)c2ccc3c(c2)NC(=O)C(C)S3)ccc1C (stereo not given)
- FadD28 binding: -7.2
- Y pestis TopoI: 14
- TcdB GH inh: 0.1
- PfHsp40 yeast: 0.4
- PrPC surface inh: 17
- CCHFV vOTU inh: -5
- BoNT F protease: 0
- Anthrax LF inh2: 7
- BoNT A protease: 0.1

New compounds follow
item	mol	FadD28 binding	Y pestis TopoI	TcdB GH inh	PfHsp40 yeast	PrPC surface inh	CCHFV vOTU inh	BoNT F protease	Anthrax LF inh2	BoNT A protease
46	O=C(CCN1CCN(c2ccccc2)CC1)Nc1ccccc1F	2.5	-7	nt	-2.1	-8	9	3	-2	-1.4
47	Cc1cc(Nc2nc3ccccc3nc2Cl)n(-c2ccccc2C)n1	-0.1	3	nt	0.0	4	13	6	3	2.7
48	O=c1c2ccccc2cnn1Cc1cccc(Br)c1	-2.6	15	-0.9	-1.0	-1	-5	-4	-1	1.5
49	Cc1cc(C)c(C(=O)OCC(=O)NC(=O)c2ccccc2)c(C)c1	-4.5	6	0.3	-0.5	2	15	1	-2	1.6
50	CC1(C)Cc2c(cnn2-c2ccc(F)cc2)C(NC(=O)C2=NNC(=O)CC2)C1 (stereo not given)	-0.1	4	1.2	0.3	-7	7	5	-2	2.2
51	CCOP(=O)(OCC)OCC	1.0	9	0.4	0.3	-3	3	11	-8	0.0
52	CCOC(=O)c1csc(NC(=O)c2ccc3c(c2)OCCO3)n1	-1.7	-3	nt	0.5	nt	nt	-1	0	1.1
53	CCn1c(SC(C)C(=O)O)nnc1-c1cccnc1 (stereo not given)	-2.8	0	nt	-0.9	-6	-1	-12	6	-0.5
54	CCN(CC)CCCNC(=O)C1c2ccccc2C(=O)N(C)C1c1ccc(OC)cc1 (stereo not given)	?	-8	nt	-0.8	10	-3	10	1	1.1
55	CCNCC1(c2ccc(OC)c(OC)c2)CCCC1	0.2	-6	nt	1.7	0	4	-4	0	0.1
56	Cc1nc2ncnn2c(C)c1CCC(=O)N1CCCCC1	-2.2	-5	nt	-0.8	-2	3	21	5	3.2
57	CCOCCCNC(=O)c1cn2c3c(ccc(Cl)c3c1=O)OC(C)C2 (stereo not given)	0.2	3	0.5	-0.4	-5	-12	3	-6	-0.5
58	COc1cccc(CNC2CCCc3ccccc32)c1OC (stereo not given)	-0.3	0	1.4	nt	-8	-1	-6	-6	-2.1
59	COCCN1C[C@@H](CO)O[C@@H](n2cnc3c(NCc4ccc(F)cc4)ncnc32)C1	-1.9	1	0.5	nt	3	1	-1	2	0.3
60	Cc1cc(Cl)ccc1-n1c(-c2cccnc2)n[nH]c1=S	-0.2	-2	1.6	0.0	-2	-15	?	14	1.6
61	Cc1ccccc1S(=O)Cc1ccc(C(=O)NC2CCN(Cc3ccccc3)CC2)o1 (stereo not given)	0.3	-8	0.9	-1.1	0	12	11	0	-1.5
62	O=C(c1cccs1)N1CC=C(c2ccccc2)CC1	-2.9	18	-3.4	-0.3	-7	6	-14	-6	-0.9
63	O=C(COc1ccc(Cl)cc1)NCCCn1ccnc1	-0.1	-8	nt	-0.6	-4	11	-2	0	-1.3

Outcome played no part in choosing rows; overall some 2.3% were active at least once.
